Source: PubChem BioAssay (Emory University Molecular Libraries Screening Center)
CHOP inhibitor: CHOP inhibition in unfolded protein response; CHO-K1 CHOP-promoter luciferase, tunicamycin-induced, 15-18 h; inhibition, % at 10 µM; actives 3.8% (n = 220,000); AID 2732;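 active = compounds that reduced the stress-induced luciferase reporter signal by more than about 70% of percent inhibition, limit read from the data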;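 note: 0% = tunicamycin plus vehicle and 100% = wells without tunicamycin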
EP2 modulator: EP2 receptor (human) modulation. P43116. EP2-expressing cells, cAMP HTRF FRET, PGE2 co-stimulation. induction, % at 25 µM. actives 0.83% (n = 260,000). AID 940;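 active = compounds whose cAMP rise, as percent of the full-agonist control response, exceeds 60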;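 note: rat C6 glioma line stably carrying human EP2 under a CMV promoter; the protocol text gives 20 µM as final concentration; 100% = response of wells given 1 µM PGE2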
Target sequence (P43116 whole entry, looked up): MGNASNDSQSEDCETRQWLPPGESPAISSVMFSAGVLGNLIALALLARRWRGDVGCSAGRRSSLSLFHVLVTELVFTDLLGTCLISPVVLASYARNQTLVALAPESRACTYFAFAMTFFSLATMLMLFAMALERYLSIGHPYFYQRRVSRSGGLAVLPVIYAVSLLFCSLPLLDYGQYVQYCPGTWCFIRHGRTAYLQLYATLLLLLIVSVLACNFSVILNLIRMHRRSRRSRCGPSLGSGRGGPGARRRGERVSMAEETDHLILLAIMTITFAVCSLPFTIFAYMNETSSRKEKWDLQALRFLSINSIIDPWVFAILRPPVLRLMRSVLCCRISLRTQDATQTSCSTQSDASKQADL
The depositor's hits bear a star; & = joins results of further samples.

1. COc1cc(O)c(C(CC(=O)N2CCN(c3ccccc3)CC2)c2ccc3c(c2)OCO3)c(OC)c1 (stereo unspecified)
2. CCC(CC)Nc1ccc(C(CC(N)=O)NC(=O)Cc2ccc(Br)cc2)cc1[N+](=O)[O-] (stereo unspecified)
3. COC(C[C@@H](O)CC(=O)COCc1ccccc1)OC
4. COc1cc(O)c(C(CC(=O)N2CCOCC2)c2ccc(N(C)C)cc2)c(OC)c1 (stereo unspecified)
5. CC1(OC(=O)C2CCCC2)C(=O)C=C2C=C(c3ccsc3)N(CCc3c[nH]c4ccccc34)C=C2C1=O (stereo unspecified)
6. CC1C(=O)CC(c2ccccc2)N(C)C1c1ccccc1 (stereo unspecified)
7. CC/C=C/C(=O)N1CC2(CC(c3cccc(NC(=O)COc4ccc(Cl)cc4)c3)=NO2)C[C@H]1C(N)=O (stereo partly specified)
8. O=C(O)CCC(=O)N1CCC[C@H]1C(=O)O

assay / entry	1	2	3	4	5	6	7	8
CHOP inhibitor	-2	-13	-12	-20	15	79*	6	8
EP2 modulator	12	-10	-6	2	13	22	1	17

9. C1CCc2nnnn2CC1
10. C[C@@H](C(=O)N1CCN(C(=O)OC(C)(C)C)CC1)n1cc(-c2cn([C@@H](C)C(=O)N3CCN(C(=O)OC(C)(C)C)CC3)nn2)nn1
11. CSc1nc(N)c2ncn([C@@H]3O[C@H](COP(=O)(O)OP(=O)(O)OP(=O)(O)O)[C@H](O)C3O)c2n1 (stereo partly specified)
12. C[C@@H]1CC=C[C@H]2[C@H]1C(=O)N(Cc1ccccc1)[C@H]2c1ccc(C(F)(F)F)cc1
13. COc1ccccc1N1CCN(CCN2C(=O)CC3(CCCC3)CC2=O)CC1
14. COc1ccc([C@@H]2C[C@@H](c3ccccc3)Oc3cc(C)cc(C)c32)cc1
15. COC(=O)CCCC1=CC2=C(c3ccccc3)C(=O)C(C)(OC(=O)C3CCCC3)C(=O)C2=CN1Cc1ccc2c(c1)OCO2 (stereo unspecified)
16. CCOC(=O)c1ccc(NC(=O)c2nc[nH]c2C(=O)N(C)Cc2ccccc2)cc1

assay / entry	9	10	11	12	13	14	15	16
CHOP inhibitor	-4	18	11	38	-22	-32	7	56
EP2 modulator	11&14	21	5	61*	13	2	11	4

17. CCCN(CC1CC1)c1nc(C)nc(Nc2c(Cl)cc(Cl)cc2Cl)c1Cl
18. C=CC(N)CCC(=O)O (stereo unspecified)
19. NC(N)=NC(N)=Nc1cccc(Cl)c1
20. C/C=C(/C)C(=O)Nc1cccc(C2=NOC3(C2)C[C@@H](C(N)=O)N(C(=O)c2ccc(OC)cc2)C3)c1 (stereo partly specified)
21. COc1cc(C(CCN2CCCC(C)C2)c2c(OC)cc(OC)c3c(-c4ccccc4)cc(=O)oc23)cc(OC)c1OC (stereo unspecified)
22. COc1ccccc1OCC(=O)N1CCN(c2ccccc2OC)CC1
23. CNC1(C)C2CCC(C2)C1(C)C (stereo unspecified)
24. CN1CCC2(CCN3CCc4c(oc5ccccc45)C3C2)N(C)C1=O (stereo unspecified)

assay / entry	17	18	19	20	21	22	23	24
CHOP inhibitor	-6	91*	14&1	-12	-50	-17	-14	-4
EP2 modulator	20	14&0	19&10	-11	-9	6	10	23

25. CC(=O)[C@H]1[C@H](CCc2ccccc2)NC(=O)N(Cc2ccccc2)[C@@H]1C
26. CC(C)(C)OC(=O)NCCCC[C@H](NC(=O)c1[nH]cnc1C(=O)Nc1ccc(CNC(=O)OC(C)(C)C)cc1)C(=O)OC(C)(C)C
27. O=C1CCN(Cc2ccccc2)CCN1CCO
28. COC(=O)CCCC1=CC2=C(c3ccccc3)C(=O)C(C)(OC(=O)C3CCCC3)C(=O)C2=CN1CCCCO (stereo unspecified)
29. COc1ccccc1OCC(O)CN1C(=O)NC(C)(C)C1=O (stereo unspecified)
30. CCC1=C(OC(=O)N(CC)CC)N2C(=O)OC(=NCCc3c[nH]c4ccccc34)[C@]2(Cc2ccccc2)[C@H]2C1=CC[C@H]1C(=O)N(C)C(=O)[C@H]12
31. CCOC(=O)c1ccc(NC(=O)c2nc[nH]c2C(=O)NCC(=O)OC(C)(C)C)cc1
32. COc1cc(C2C(C(=O)Nc3ccc(F)cc3)=C(C)Nc3nc(CCCO)nn32)cc(OC)c1OC (stereo unspecified)

assay / entry	25	26	27	28	29	30	31	32
CHOP inhibitor	6	29	5	14	-16	24	58	-33
EP2 modulator	-5	13	-15	0	15&-25	-7	-19	6

By substructure: the compounds so far with sulfur (two)
5. CC1(OC(=O)C2CCCC2)C(=O)C=C2C=C(c3ccsc3)N(CCc3c[nH]c4ccccc34)C=C2C1=O (stereo unspecified)
11. CSc1nc(N)c2ncn([C@@H]3O[C@H](COP(=O)(O)OP(=O)(O)OP(=O)(O)O)[C@H](O)C3O)c2n1 (stereo partly specified)

assay / entry	5	11
CHOP inhibitor	15	11
EP2 modulator	13	5

EP2 modulator, entries above that show a hit.
12. C[C@@H]1CC=C[C@H]2[C@H]1C(=O)N(Cc1ccccc1)[C@H]2c1ccc(C(F)(F)F)cc1

assay / entry	12
CHOP inhibitor	38
EP2 modulator	61*

Other records.
33. C=C(C)C(=O)N1CC2(CC(c3cccc(NC(=O)/C=C\C=C/C)c3)=NO2)C[C@H]1C(N)=O (stereo partly specified)
34. C=CCN1C=C2C(=O)C(C)(OC(=O)C3CCCC3)C(=O)C=C2C=C1c1ccsc1 (stereo unspecified)
35. C=CC(COCc1ccccc1)N(Cc1ccccc1)S(=O)(=O)c1ccccc1Br (stereo unspecified)
36. COC(=O)c1cc(OC)cc(O)c1C(=O)c1c(O)cc(C)cc1O
37. CC(C)C(=O)N1CCC2(CC1)Oc1ccc(Cl)cc1C(=O)C21CC(c2ccc(Cl)cc2)=NO1 (stereo unspecified)
38. C/C=C(/C)C(=O)Nc1cccc(C2=NOC3(C2)C[C@@H](C(N)=O)N(C(=O)C2(C)CC2)C3)c1 (stereo partly specified)
39. Cc1ccc2c(c1)COc1c3ccc(C(=O)NCCO)cc3nn1-2
40. Cc1ccc(SC[C@H](Cc2ccccc2)N2CCN(C)CCC2=O)cc1

assay / entry	33	34	35	36	37	38	39	40
CHOP inhibitor	8	-12	13	26	9	-8	-28	-1
EP2 modulator	-2	16	31	2	16	39	-23	13

41. CCCCC1=CC2=CC(=O)C(C)(OC(=O)CC)C(=O)C2=CN1CCc1ccccn1 (stereo unspecified)
42. COCc1cc(C)nc(N)c1C#N
43. COC(=O)CCCC1=CC2=C(c3ccccc3)C(=O)C(C)(OC(=O)C3CCCC3)C(=O)C2=CN1Cc1ccc(OC)cc1 (stereo unspecified)
44. NCCCC[C@H]1CNC(=O)C(=O)N1CCc1cccc(F)c1
45. FC(F)(F)c1ccccc1-n1ccnc1
46. CCCCC1=CC2=C(c3ccco3)C(=O)C(C)(OC(=O)c3ccc(OC)cc3)C(=O)C2=CN1C(CO)CO (stereo unspecified)
47. CC(O)Cc1cn(CC(=O)N2CCNCC2)nn1 (stereo unspecified)
48. C=C1CCN(Cc2ccccc2)S(=O)(=O)c2ccccc21

assay / entry	41	42	43	44	45	46	47	48
CHOP inhibitor	7	-17	6	2	5	7	1	18
EP2 modulator	10	-11	8	25	14&-6	21	23	28

49. OC1(c2ccc(Cl)cc2)CCN(Cc2c[nH]c3ccccc23)CC1
50. COC(=O)CCC(=O)OC1(C)C(=O)C2=CN(C3CCCC3)C(c3ccc(OC)cc3)=CC2=C(Br)C1=O (stereo unspecified)
51. COC(=O)c1cccc(C23CC4(C2)[C@H](CN(Cc2ccc(C(F)(F)F)cc2)[C@@H]4c2ccccc2)C3c2ccc(Cl)nc2)c1 (stereo partly specified)
52. NCCCCCCNS(=O)(=O)c1cccc2c(Cl)cccc12
53. CCC(=O)OC1(C)C(=O)C=C2C=C(c3ccsc3)OC=C2C1=O (stereo unspecified)
54. COc1ccc(-c2ccc(C(C)=O)cc2)cc1[C@H]1[C@H]2C=CC[C@@H](C)[C@@H]2C(=O)N1Cc1ccccc1
55. COC(=O)CCC(=O)OC1(C)C(=O)C=C2C=C3CCCN3C=C2C1=O (stereo unspecified)
56. COc1c(CC=C(C)C)cc(C2CC(=O)c3c(O)cc(O)cc3O2)cc1CC=C(C)C (stereo unspecified)

assay / entry	49	50	51	52	53	54	55	56
CHOP inhibitor	-5	1	-5	-21	-9	26	-2	104*
EP2 modulator	1	16	25	-28&-46	0	32	-17	50

57. COC(=O)CCC(=O)OC1(C)C(=O)C=C2C=C(C3CC3)N(Cc3ccc4c(c3)OCO4)C=C2C1=O (stereo unspecified)
58. NC(=O)[C@H]1CC2(CC(c3cccc(NC(=O)COc4ccc(Cl)cc4)c3)=NO2)CN1C(=O)c1ccc(Cl)cc1 (stereo partly specified)
59. C#CCOCCOCCOCCNc1nc(N2CCN(C(=O)[C@H](CCC(=O)O)n3cc(C(N)Cc4ccc(O)cc4)nn3)CC2)nc(N2CCN(C(=O)[C@H](Cc3ccc(O)cc3)n3cc(C(N)[C@H](C)CC)nn3)CC2)n1 (stereo partly specified)
60. COc1c(O)cc2oc(-c3ccc(O)c(O)c3)cc(=O)c2c1O
61. C#CCOCCOCCOCCNc1nc(N2CCN(C(=O)[C@H](Cc3ccc(O)cc3)n3cc([C@@H](N)C(C)CC)nn3)CC2)nc(N2CCN(C(=O)[C@H](Cc3cc4ccccc4[nH]3)n3cc([C@@H](N)Cc4ccc(O)cc4)nn3)CC2)n1 (stereo partly specified)
62. O=C1NC[C@H](c2ccccc2)N(CCc2cccc(F)c2)C1=O
63. COc1ccc(C2/C=C\CN(S(=O)(=O)c3cccc4cccnc34)CC(=O)N2Cc2ccc(F)cc2)cc1 (stereo unspecified)
64. O=C(Nc1ccc(O)c2c(=O)cc(-c3ccccc3Cl)oc12)c1ccc(Cl)cc1Cl

assay / entry	57	58	59	60	61	62	63	64
CHOP inhibitor	-3	95*	-24	-14	-2	-11	21	4
EP2 modulator	14	-36	10	-12	21	1	33	-3

65. CC1CC(NC(=O)c2cnc3n(c2=O)CCS3)CC(C)(C)C1 (stereo unspecified)
66. CC1C(=O)O[C@@H]2C[C@@H](C)[C@@H]3CCC(=O)[C@@]3(C)[C@@H](O)[C@H]12 (stereo partly specified)
67. CCN1CCc2nc(N)oc2CC1
68. CCC(=O)N1CCN(C(=O)c2ccccc2)CC1
69. COc1cc(C(O)CO)ccc1O (stereo unspecified)
70. COC/C=C/C1=CC2=CC(=O)C(C)(OC(=O)c3cnc4ccccc4n3)C(=O)C2=CN1C(CO)CO (stereo unspecified)
71. C#CCCOC(=O)N1C2=NC(C(=O)OC)=C(C(=O)OC)[C@@H]3N(CC=C)c4ccccc4[C@]23C[C@H]1C(=O)OC
72. CCOC(=O)c1ccc(NC(=O)c2nc[nH]c2C(=O)N(CC)CC)cc1

assay / entry	65	66	67	68	69	70	71	72
CHOP inhibitor	9	-9	-7	55	-3	11	8	6
EP2 modulator	9	-19	2	9	9	-10	6	8

73. O=C(Nc1ccc(-c2csc(Nc3cccc(C(F)(F)F)c3)n2)cc1)c1cc([N+](=O)[O-])cc(C(F)(F)F)c1
74. Cn1c(CCN2CCCCC2)nc2cc(NS(=O)(=O)c3ccc(Cl)cc3)ccc21
75. Cc1ccc(C(=O)Nc2ccc(S(=O)(=O)O)c3cc(S(=O)(=O)O)cc(S(=O)(=O)O)c23)cc1NC(=O)c1cccc(NC(=O)Nc2cccc(C(=O)Nc3cc(C(=O)Nc4ccc(S(=O)(=O)O)c5cc(S(=O)(=O)O)cc(S(=O)(=O)O)c45)ccc3C)c2)c1
76. Cc1ccc2c(c1)COc1c3ccc(C(=O)N[C@@H](C)CO)cc3nn1-2
77. COc1cc(OC)c2c(-c3ccccc3)cc(=O)oc2c1C(CCN1CCCCC1)c1ccc2c(c1)OCO2 (stereo unspecified)
78. COc1ccc(SC[C@H](CC(C)C)N2CCN(C)CCC2=O)cc1
79. COc1ccc(C2CC(=O)Oc3c(C(CCN4CCCC(C)C4)c4ccc(N(C)C)cc4)c(OC)cc(OC)c32)cc1 (stereo unspecified)
80. O=C(Nc1cccc(-c2csc(Nc3ccc(Cl)cc3)n2)c1)c1cccc(C(F)(F)F)c1

assay / entry	73	74	75	76	77	78	79	80
CHOP inhibitor	22	0	2	-38	-10	-8	-27	11
EP2 modulator	13	13	14&13	-1	-21	4	-15	-5

81. CCCCCCCCCC[Si](C)(C)CCC(=O)NC(Cc1ccc(C)cc1)c1ccccc1 (stereo unspecified)
82. C[C@H]1CC2C3CCC4=CC(=O)C=C[C@]4(C)[C@@]3(Cl)[C@@H](O)C[C@]2(C)[C@@]1(O)C(=O)CO (stereo partly specified)
83. NC(=O)CC(NC(=O)Cc1ccc(Br)cc1)c1ccc(NC2CCCCCC2)c([N+](=O)[O-])c1 (stereo unspecified)
84. O=C(O)c1cc(=O)c2c(Cl)cc(Cl)cc2[nH]1
85. O=C(O)/C(=C/c1c(C(=O)O)[nH]c2cc(Cl)cc(Cl)c12)c1ccccc1
86. CCCCCCCCCCCCCCCCCCNC(=O)OCC(COP(=O)([O-])OCC[n+]1ccsc1)OC (stereo unspecified)
87. Cc1ccc(CNC(=O)c2ccc3c(=O)c(O)c(-c4ccc(C)cc4)[nH]c3c2)cc1

assay / entry	81	82	83	84	85	86	87
CHOP inhibitor	-3	7	49	-10	4	-13	103*
EP2 modulator	10	3	14	33&11	16	-21	-1

The list is partial. The share of hits here may be higher or lower than overall.
